Rin1 Abl inh: inhibitors of human Rin1-Abl protein interaction | AID 588664 | inhibition, % at 7.35 µM | 360,000 tested, 0.4% active | TR-FRET Rin1/Abl binding, biochemical; in the data active means inhibition above about 5%, passing the limit was not always enough
Neddylation inh: blocks human cullin neddylation; P61081+Q13564; TR-FRET cullin neddylation, biochemical; calls only at 25 µM; 360,000 tested, 0.58% active; in the data active means inhibition above about 36%
MLLE-PAM2 inh: inhibitors of microRNA-mediated deadenylation, human PABP1 MLLE binding; 360,000 tested, 0.36% active; GST-MLLE / FITC-PAM2 fluorescence polarization; P11940; inhibition, % at 20 µM; in the data active means inhibition above about 35%, passing the limit was not always enough;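 further: plate controls were DMSO wells with GST-MLLE for no effect and wells lacking GST-MLLE protein for full effect; some results filed as inactive read as strong as hits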
eLon inh: E. coli protease La inhibition | P0A9M0 | purified E. coli Lon protease, fluorescence polarization | inhibition, % at 7.94 µM | 360,000 tested, 0.42% active | AID 602123; in the data active means inhibition above about 13%, passing the limit was not always enough;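 further: 0% = enzyme with probe and DMSO and 100% = no enzyme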
Target sequence (P0A9M0 whole entry, looked up): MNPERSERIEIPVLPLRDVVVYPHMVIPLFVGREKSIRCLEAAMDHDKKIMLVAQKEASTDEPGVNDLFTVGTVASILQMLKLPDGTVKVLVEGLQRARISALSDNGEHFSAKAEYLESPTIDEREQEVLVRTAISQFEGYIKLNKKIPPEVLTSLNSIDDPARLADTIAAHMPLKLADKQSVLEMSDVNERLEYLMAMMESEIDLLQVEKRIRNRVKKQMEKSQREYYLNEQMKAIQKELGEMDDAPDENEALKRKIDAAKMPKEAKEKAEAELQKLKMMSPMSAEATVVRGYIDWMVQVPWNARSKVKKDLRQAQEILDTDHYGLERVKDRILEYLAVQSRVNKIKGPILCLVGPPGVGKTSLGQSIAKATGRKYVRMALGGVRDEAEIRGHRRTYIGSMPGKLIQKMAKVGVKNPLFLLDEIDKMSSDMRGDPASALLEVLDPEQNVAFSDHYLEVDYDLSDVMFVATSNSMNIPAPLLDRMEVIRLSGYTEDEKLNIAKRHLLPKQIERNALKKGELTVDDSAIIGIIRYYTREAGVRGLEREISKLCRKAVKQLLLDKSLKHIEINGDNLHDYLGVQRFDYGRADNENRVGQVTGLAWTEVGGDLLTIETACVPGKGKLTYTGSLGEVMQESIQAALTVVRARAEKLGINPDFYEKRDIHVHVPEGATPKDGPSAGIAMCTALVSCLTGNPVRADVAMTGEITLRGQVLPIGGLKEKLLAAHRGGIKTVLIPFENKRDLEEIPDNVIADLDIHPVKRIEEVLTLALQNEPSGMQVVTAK
MsrA inh: inhibits bovine methionine sulfoxide reductase A. 360,000 tested, 0.75% active. AID 651718. inhibition, % at 15.5 µM. purified bovine MsrA, absorbance read-out; in the data active means inhibition above about 4.5%;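 further: 0% = vehicle wells with enzyme and 100% = reference inhibitor wells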
FAS-TE inh: inhibitors of human fatty acid synthase thioesterase domain | P49327 | recombinant FAS-TE, OMFH fluorogenic substrate, fluorescence endpoint | inhibition, % at 15 µM | 360,000 tested, 0.67% active | AID 602261;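 active means compounds whose normalised, plate-corrected inhibition of enzyme fluorescence in the single-dose primary screen is 50% or more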;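 further: 0% = DMSO with enzyme and 100% = substrate without enzyme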
CSN deneddyl inh: inhibitors of human CSN-mediated cullin deneddylation. AID 651999. inhibition, % at 12.5 µM. 360,000 tested, 0.38% active. Purified CSN, SCF-Nedd8-OG deneddylation, fluorescence polarization;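 active means pattern-corrected inhibition above about 35%, with an unprinted fluorescence ratio check between 0.5 and 1.5, limit read from the data, passing the limit was not always enough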;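 further: 0% = enzyme with substrate and 100% = substrate without enzyme; some results filed as inactive read as strong as hits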
Target sequence (Q92905 whole entry, looked up, one chain of several): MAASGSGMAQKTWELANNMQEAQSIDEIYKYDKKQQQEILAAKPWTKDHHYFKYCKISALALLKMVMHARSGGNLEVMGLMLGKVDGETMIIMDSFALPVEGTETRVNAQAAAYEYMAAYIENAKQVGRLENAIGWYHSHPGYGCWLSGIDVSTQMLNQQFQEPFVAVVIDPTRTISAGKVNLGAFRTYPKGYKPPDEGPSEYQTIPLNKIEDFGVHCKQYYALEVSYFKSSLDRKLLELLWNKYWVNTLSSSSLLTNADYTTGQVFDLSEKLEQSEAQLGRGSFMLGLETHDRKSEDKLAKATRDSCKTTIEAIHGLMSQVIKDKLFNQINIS
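Material: purified human Csn5 enzyme expressed in HEK293T cells / Medium: Tris buffer pH 7.5, NaCl, DTT, Tween-20, trehalose, ovalbumin / Compound dosing: 12.5 µM single point / Schedule: 90 min incubation of compound, enzyme and substrate at room temperature / Signal: fluorescence polarization of the substrate / Control set: no-enzyme wells high, enzyme-with-substrate wells low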
bovine MsrA act: bovine methionine sulfoxide reductase A activation. purified bovine MsrA, absorbance read-out. activation, % at 10.6 µM. 360,000 tested, 0.3% active; in the data active means activation above about 7.5%;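 further: 0% = vehicle and 100% = reference activator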
TbMetRS inhib: blocks T. brucei methionyl-tRNA synthetase activity; purified T. brucei MetRS, ATP depletion, Kinase-Glo luminescence; 360,000 tested, 0.4% active; inhibition, % at 11.9 µM;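 active means inhibition above a per-plate cutoff of the control wells' mean inhibition plus 3 SD, cut at about 5.5% in these data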;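 further: 0% = DMSO wells median and 100% = median of wells with control inhibitor compound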
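Dosing: 11.9 µM compound single dose, 0.9% DMSO; Assay system: purified T. brucei MetRS enzyme; Measured by: Kinase-Glo luciferase luminescence reporting remaining unconsumed ATP; Schedule: 15 min plus 2 h at 25 °C.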
* = called active by the depositor; i = inactive; x = no result given.

SMILES	Rin1 Abl inh	Neddylation inh	MLLE-PAM2 inh	eLon inh	MsrA inh	FAS-TE inh	CSN deneddyl inh	bovine MsrA act	TbMetRS inhib
N#CCc1ccc(NC(=O)c2ccc(S(=O)(=O)N3CCCC3)cc2)cc1	0	i	-2	6	1.4	-3	1	-10	-0.8
Cn1ccnc1SCC(=O)N1CCc2ccccc21	3	i	6	2	-0.9	-3	2	-4	-0.5
COc1ccc(/C=C(/NC(=O)c2ccc(C)cc2)c2nc3ccccc3[nH]2)cc1OC	-3	i	-12	5	4.4	8	0	-3	3.1
CCCc1cc(=O)n2nc(N3CCC(C(=O)N4CCN(c5cccc(OC)c5)CC4)CC3)sc2n1	0	i	-10	24*	0.2	-2	-2	0	-0.2
CCOc1ccc2nc(SCC(=O)N(CCOC)c3c(N)n(Cc4ccccc4)c(=O)[nH]c3=O)[nH]c2c1	3	i	-124	-3	1.3	-2	2	-1	-0.4
Cc1nn(-c2ccccc2)c(-c2ccccc2[N+](=O)[O-])c1CC#N	-2	i	-5	-6	-0.9	-2	-7	-3	-0.5
COC(=O)CCSCC(=O)Nc1nnc(C)s1	-1	i	9	-2	0.1	-4	-5	-2	-0.5
CC(C)(C)c1cc(C(=O)NCc2ccco2)ccn1	2	i	16	-2	-1.2	-4	10	-3	-0.4
Cc1cc(N2C(=O)C(O)=C(C(=O)c3cc4ccccc4o3)C2c2ccc(Cl)cc2)no1 (stereo not drawn)	-5	i	-10	-97	0.5	11	4	-1	-0.2
CCCCN(C(=O)CN1CC(C)OC(C)C1)c1c(N)n(CC(C)C)c(=O)[nH]c1=O (stereo not drawn)	0	i	-22	-13	-0.6	-12	-9	-4	-0.5
CCN1CCN(c2ncnc3scc(-c4ccc(C)cc4)c23)CC1	0	i	-2	14	-0.1	6	1	0	-1.3
COC(=O)c1cc(Br)c(=O)n(CCN2CCCC2)c1	3	i	1	-8	-0.8	-6	1	-2	-0.3
C/C(CC(=O)Nc1cc(C)ccn1)=N\NC(=O)c1cccc(C)c1	0	i	6	-1	-1.0	-6	1	-1	-0.5
Cc1ccc(-n2nc(C)c3c(C)c(CCC(=O)Nc4ccc(CN5CCCC5)cc4)c(C)nc32)cc1	-2	x	-17	-5	1.1	0	0	-10	-0.9
COc1cccc(CNC(=O)[C@@H]2CCCN2C(=O)[C@H]2CCCCN2C(=O)c2cccc(Cl)c2)c1	x	i	x	-6	1.7	-3	2	-4	-0.9
NNC(=O)CSc1nnc(-c2ccccc2)n1-c1ccccc1	0	i	-8	-3	0.5	-4	-8	-2	0.4
Cn1c(=O)c2c(-c3ccccc3)n(C3CCCCC3)cc2n(C)c1=O	-1	x	-9	-6	-0.5	5	3	2	0.6
Cc1ccc(NC(=O)CSc2nnc(COc3ccccc3F)n2N)cc1S(=O)(=O)N1CCOCC1	0	i	-2	1	0.3	-2	-1	-3	-0.5
CC(=O)c1cccc(NC(=O)C2C3C=CC(C4CC34)C2C(=O)O)c1 (stereo not drawn)	0	i	-13	-3	-0.1	-3	5	-10	-0.5
COc1cc(C2C(C#N)=C(N)Oc3n[nH]c(-c4cccnc4)c32)cc(Br)c1O (stereo not drawn)	-1	i	-50	-11	-0.4	21	-1	-3	1.1
CC12CCC(C(=O)N3CCN(Cc4ccccc4)CC3)(OC1=O)C2(C)C (stereo not drawn)	5	i	-7	-4	-0.3	-8	-5	-3	0.1
Cc1cccc(N2C(=O)C(Oc3ccc(Cl)cc3Cl)C2C=O)c1C (stereo not drawn)	-2	i	-18	-1	-2.2	27	7	-5	-0.7
CN(C)CCCN(C(=O)c1ccc(S(=O)(=O)N2CCOCC2)cc1)c1nc2cc3c(cc2s1)OCO3	3	i	-5	3	0.1	-5	0	-2	0.3
O=C(c1ccco1)N1CCCC(c2nc(-c3ccc(S(=O)(=O)NCc4ccccc4)cc3)no2)C1 (stereo not drawn)	-3	i	4	-1	-1.2	2	4	1	-0.2
Cc1nc(SCc2nc3cc(Cl)c(F)cc3[nH]2)c2oc3ccccc3c2n1	-4	i	-6	-9	0.0	20	36*	-3	-0.3
COc1ccccc1Cn1nc(C(=O)O)c2ccccc2c1=O	2	i	11	11	-1.2	-5	5	2	-0.3
O=C(CCC1CCCC1)N1CCN(C2CCCC2)CC1	-1	i	-3	-10	1.6	-6	-1	-2	-1.2
Cc1nn(Cc2ccccc2)c(=O)n1N(C)c1ncc(C(F)(F)F)cc1Cl	0	i	11	-13	1.3	13	-6	-1	0.0
COc1ccc(NS(=O)(=O)c2c(F)cc(F)c(Cl)c2F)cc1S(=O)(=O)N1CCCCC1	2	i	1	1	0.8	-5	-16	-5	0.5
Cc1cc(=O)oc2cc(NC(=O)c3cc(F)ccc3F)ccc12	0	i	-7	3	0.2	-7	5	-4	-0.2
O=C(CN1C(=O)COc2ccccc21)NCc1ccc(C(=O)O)cc1	-5	i	-2	-13	0.5	-6	-3	-5	-1.0
Cc1cccc(Nc2cc(=O)n(C)c(=O)[nH]2)c1	-1	i	5	-9	-1.6	-6	2	-3	0.1
Cc1noc2ncnc(Oc3ccc4ccccc4c3)c12	-2	i	12	2	0.4	4	-2	-5	-0.2
CN(C)c1ccc(-c2ccnc3c2CC(C)(C(=O)NCc2ccccc2)O3)cc1 (stereo not drawn)	-6	x	-10	-11	1.8	19	5	-2	-0.2
COc1cccc(C(NC(C)=O)c2nc(-c3ccncc3)cs2)c1 (stereo not drawn)	-2	i	-5	-4	-0.4	0	4	-1	0.1
C#CCOc1ccc(Cl)cc1/C=C1/C(=O)ON=C1C	4	i	-3	-11	-0.3	-3	-4	-2	0.3
Cc1ccc2nc(-c3ccccn3)[nH]c2c1	0	i	-8	-18	0.4	-5	-3	-3	-3.4
O=S(=O)(c1ccccc1)c1ccc(C(F)(F)F)cn1	1	i	-2	-3	1.6	-3	-12	-2	0.2
Cc1ccnc(NC(=O)c2cc3ccccc3o2)c1	0	i	-1	-2	-0.7	-1	-3	-4	-0.7
CCC(CC)NC(=O)c1cc(OC)c(OC)cc1[N+](=O)[O-]	-1	i	1	-2	2.5	-3	5	-8	-1.0
Cc1ccc(CNC(=O)CSc2ncccn2)cc1	-2	i	-114	-13	2.3	-8	1	0	-0.5
CCOC(=O)c1sc(C)c2c(=O)n(CC)nnc12	-3	i	5	4	5.7*	-4	-2	-4	-0.2
CN(C(=O)COC(=O)c1ccc(Cl)nc1)c1c(N)n(Cc2ccccc2)c(=O)[nH]c1=O	-1	i	-12	-1	0.1	-7	-2	-1	-0.4
COc1cc(/C=N/NC(=O)c2ccccc2NS(=O)(=O)c2cccs2)ccc1O	-1	i	6	-4	2.5	-7	4	-3	-0.2
O=C1CCCCN1CCC(=O)N1CCCC(N2CCN(c3cccc(Cl)c3)CC2)C1 (stereo not drawn)	1	i	-11	-2	-0.9	-7	-5	-2	-0.3

Shown with two lines to a compound: entries from further up.
Sequence of screens – Rin1 Abl inh | Neddylation inh | MLLE-PAM2 inh | eLon inh | MsrA inh | FAS-TE inh | CSN deneddyl inh | bovine MsrA act | TbMetRS inhib
> Cc1ccnc(NC(=O)c2cc3ccccc3o2)c1
 : 0 | i | -1 | -2 | -0.7 | -1 | -3 | -4 | -0.7
> CCC(CC)NC(=O)c1cc(OC)c(OC)cc1[N+](=O)[O-]
 : -1 | i | 1 | -2 | 2.5 | -3 | 5 | -8 | -1.0
> Cc1ccc(CNC(=O)CSc2ncccn2)cc1
 : -2 | i | -114 | -13 | 2.3 | -8 | 1 | 0 | -0.5
> CCOC(=O)c1sc(C)c2c(=O)n(CC)nnc12
 : -3 | i | 5 | 4 | 5.7* | -4 | -2 | -4 | -0.2
> CN(C(=O)COC(=O)c1ccc(Cl)nc1)c1c(N)n(Cc2ccccc2)c(=O)[nH]c1=O
 : -1 | i | -12 | -1 | 0.1 | -7 | -2 | -1 | -0.4

Continuation.
SMILES	Rin1 Abl inh	Neddylation inh	MLLE-PAM2 inh	eLon inh	MsrA inh	FAS-TE inh	CSN deneddyl inh	bovine MsrA act	TbMetRS inhib
CCC(NC(=O)C1CCC1)c1ccc(C)cc1 (stereo not drawn)	-5	i	7	-9	0.4	-4	-3	-5	-0.6
CCOC(=O)c1c(C)[nH]c(N=Nc2ccc(OC)cc2)c1C	-5	i	10	-7	0.3	27	0	-1	-0.4
COc1cccc(OC)c1C(=O)Nc1nc2cc3c(cc2s1)OCO3	1	i	-1	-12	0.9	-8	-4	-5	0.2
CC1=C(C(=O)NC2CC(C)(C)Cc3c2cnn3-c2cccc(F)c2)OCCO1 (stereo not drawn)	-4	i	-7	-5	0.0	4	2	-4	-0.5
Cc1cccc(C)c1N1CCN(CCn2c(=S)[nH]c3ccccc3c2=O)CC1	-1	i	5	3	0.1	0	-1	-2	-0.8
O=C(COC(=O)c1ccc(O)cc1O)NC1CCCCCC1	1	i	10	8	0.0	6	2	-5	-0.5
CCCn1c(SCC(=O)OCc2ccccc2)nc2c1c(=O)n(C)c(=O)n2C	3	i	0	-8	-0.4	-2	2	-2	-0.4
CN(Cc1nc(Cc2cccc(F)c2)no1)CC1CCOCC1	0	i	1	-5	-1.1	-3	-5	0	-0.9
Cc1ccc(C)c(NC(=O)CN(C)C(=O)CN2C(=O)C3CCCCC3C2=O)c1 (stereo not drawn)	-2	i	5	-5	-0.6	-5	-1	-1	0.0
Cc1cccc(C)c1OCC(O)CN1CCc2ccccc2C1 (stereo not drawn)	1	i	-9	4	1.3	0	2	-1	-0.7
Cc1cc(C)cc(NC(=S)NCCc2ccc(S(N)(=O)=O)cc2)c1	-3	i	13	3	3.2	-6	6	5	-0.2
COc1ccc(NC(=O)CSc2nc3ccccc3c(=O)n2CCNC(C)=O)c(OC)c1	1	i	5	-2	0.5	-3	5	-2	-0.5
CC12CCC(C(=O)NNc3ccccc3)(OC1=O)C2(C)C (stereo not drawn)	-2	i	-2	-1	1.7	-2	-2	-1	-0.5
CN(C)C(CNC(=S)Nc1ccc(Cl)cc1)c1cccnc1 (stereo not drawn)	1	i	8	1	3.3	-12	1	-2	-0.2
COc1ccc(C(=O)COC(=O)Cn2c(C)csc2=O)c(OC)c1	7	i	-6	1	0.1	-2	-4	-3	-0.3
CC(=C\c1ccccc1)/C=C1/SC(=O)N(CCCC(=O)Nc2ccc(C(=O)O)cc2)C1=O	3	i	-3	-11	2.2	-2	2	-2	-0.3
CCCC(=O)C1=C(O)C(C(=O)OC)C(C)(C)CC1=Nc1ccc(OC)cc1 (stereo not drawn)	0	i	-5	2	1.1	9	14	-8	-1.0
C[C@H](CO)N1C[C@H](C)[C@@H](CN(C)S(C)(=O)=O)Oc2ccc(NC(=O)NC3CCCCC3)cc2C1=O	1	i	1	5	-0.3	-5	3	-4	-0.2
Clc1ccc(Cc2nc(-c3cccnc3)no2)cc1	-3	i	5	-4	1.1	2	1	-1	-0.5
COc1ccc(CC2(CO)CCN(Cc3cnc(-c4ccccc4C)nc3)CC2)cc1	1	i	12	3	2.1	-3	2	-6	-0.5
COc1ccc(CC(=O)NNC(=O)c2ccoc2C)cc1OC	1	i	-1	0	-0.5	-6	2	-10	-1.5
COC(=O)c1cc2occc2n1Cc1nc(-c2ccccc2F)oc1C	-3	i	-6	8	-0.5	8	-5	-1	-0.2
Cc1ccc(C(=O)c2sc(Nc3ccccc3)c(C#N)c2N)cc1	2	i	6	3	3.4	12	1	-8	-0.8
COc1ccc(-c2csc(N3C(=O)C4C5c6ccccc6C(c6ccccc65)C4C3=O)n2)cc1 (stereo not drawn)	-1	i	10	3	0.6	63*	-1	-4	-0.7
